ABHD5-PLIN5 inh – blocks binding of human ABHD5 to perilipin-5 | actives 0.78% (n = 360,000) | Split G. princeps luciferase complementation, luminescence, 4 h | Q00G26+Q8WTS1 | inhibition, % at 4 µM;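 active means inhibition above the mean inhibition across every tested compound plus 3 SD, cut at about 22% in these data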;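 further: 0% = DMSO only wells and the 100% control is not disclosed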
Granule exo inh – blocks lytic granule exocytosis; TALL-104 LAMP-1 surface exposure, flow cytometry; cells stimulated with thapsigargin and PMA; inhibition, % at 10 µM; actives 0.66% (n = 360,000);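 active means inhibition above about 55%, limit read from the data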
N-glyco inh – N-linked glycosylation inhibition. D54 ERlucT glycosylation luciferase reporter, 24 h; percent of 100 nM tunicamycin response. reporter increase, % at 12.5 µM. actives 0.23% (n = 360,000). AID 588692;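 active means mean luciferase reporter signal, scaled so untreated is 0 and the glycosylation-blocking control 100, at or above a set limit in every replicate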;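 further: luciferase carries N-glycosylation sites so blocking glycosylation raises the light; 0% = median of neutral control wells and 100% = median of 100 nM tunicamycin wells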
Vif imaging – blocks HIV Vif function; HEK293T cells, Vif self-association by quenched fluorescence, imaging, 24 h; inhibition, % at 7.49 µM; actives 0.35% (n = 340,000); AID 602346; in the data active means inhibition above about 50%, passing the limit was not always enough; further: some results filed as inactive read as strong as hits
ABCB6 inh MLPCN – blocks the human ABCB6 transporter; fluorescence ratio to DMSO, % at 10 µM; actives 0.19% (n = 360,000); K562-ABCB6 porphyrin accumulation, flow cytometry, 1 h; stronger effect = lower value; Q9NP58;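 active means fluorescence ratio to DMSO below 75%, the collection mean minus 3 SD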;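 further: signal is porphyrin accumulated inside mitochondria; 100% equals median channel fluorescence of DMSO control wells; lower ratio means ABCB6 inhibition with less porphyrin fluorescence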
NOD2-RIPK2 inh – NOD2-RIPK2 protein interaction inhibition; O43353; CHO BLA complementation NOD2-RIPK2, CCF4 ratio; inhibition, % at 4.98 µM; actives 0.38% (n = 360,000); AID 624267; in the data active means inhibition above about 21%;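 further: 0% = vehicle only and 100% = reference blocker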
Target sequence (O43353 whole entry, looked up): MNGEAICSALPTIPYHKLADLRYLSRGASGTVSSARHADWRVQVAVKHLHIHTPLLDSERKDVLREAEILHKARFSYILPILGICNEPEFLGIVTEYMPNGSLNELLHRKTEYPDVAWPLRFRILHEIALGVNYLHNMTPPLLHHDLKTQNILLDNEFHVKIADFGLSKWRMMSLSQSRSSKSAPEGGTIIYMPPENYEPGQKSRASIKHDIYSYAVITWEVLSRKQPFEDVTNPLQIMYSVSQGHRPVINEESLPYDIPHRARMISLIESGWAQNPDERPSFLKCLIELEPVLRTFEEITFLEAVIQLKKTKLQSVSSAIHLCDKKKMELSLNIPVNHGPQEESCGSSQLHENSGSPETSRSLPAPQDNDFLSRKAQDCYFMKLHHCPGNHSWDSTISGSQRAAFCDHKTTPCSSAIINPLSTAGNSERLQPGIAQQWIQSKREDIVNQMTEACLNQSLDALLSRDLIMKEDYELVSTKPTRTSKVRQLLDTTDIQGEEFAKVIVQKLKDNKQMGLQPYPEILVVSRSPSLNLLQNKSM
aDG glyco up – increases alpha dystroglycan glycosylation. Pro5-aDG cells, alpha-DG glycosylation AlphaScreen (IIH6); 0% Pro5, 100% B10-LARGE cell signal. activation, % at 10 µM. actives 0.22% (n = 360,000). AID 624168;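 active means activation of at least 8% versus controls, or a plate z-score of at least 8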;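 further: Pro5 are CHO cells carrying HIG-tagged alpha-DG that lacks glycosylation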
MC4R ag barr – human MC4R agonism via beta-arrestin; U2OS MC4R beta-arrestin complementation, luminescence; percent of melanotan II response, DMSO zero; activation, % at 8.9 µM; actives 0.98% (n = 360,000); AID 540308;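 active means activation above a per-plate cutoff, the mean activation of sample wells on that plate plus 3 SD, cut at about 8% in these data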
Target sequence (P32245 whole entry, looked up): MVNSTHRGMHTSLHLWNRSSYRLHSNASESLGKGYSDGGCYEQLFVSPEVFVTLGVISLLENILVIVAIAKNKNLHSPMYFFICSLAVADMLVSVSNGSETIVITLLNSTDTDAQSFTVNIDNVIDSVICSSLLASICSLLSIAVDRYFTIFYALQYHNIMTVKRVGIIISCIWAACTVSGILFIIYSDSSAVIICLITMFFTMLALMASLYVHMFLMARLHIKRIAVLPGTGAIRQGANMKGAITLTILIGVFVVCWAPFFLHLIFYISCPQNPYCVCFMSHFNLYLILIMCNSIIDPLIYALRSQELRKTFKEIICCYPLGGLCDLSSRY
TLR9-MyD88 inh – TLR9-MyD88 interaction inhibition | Q9NR96+Q99836 | CHO BLA complementation TLR9-MyD88, CCF4 FRET ratio | inhibition, % at 4.98 µM | actives 0.21% (n = 340,000);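 active means inhibition above the mean over all tested compounds plus 3 SD, cut at about 21% in these data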;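 further: 0% = DMSO only wells and 100% = clavulanate BLA inhibitor control wells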
MC4R antag cAMP – antagonists of human melanocortin 4 receptor (MC4R). P32245. MC4R-expressing cells, MTII-stimulated cAMP, LANCE TR-FRET. inhibition, % at 6.5 µM. actives 0.48% (n = 360,000). AID 540295;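 active means inhibition above its plate's cutoff, the mean of tested wells on that plate plus 3 SD, cut at about 29% in these data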;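 further: 0% = Melanotan II alone and 100% = Melanotan II plus saturating MCL0020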
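System: U2OS-MC4R stable cell line; Technique: Eu-cAMP/anti-cAMP TR-FRET, emission 671 nm; Repeats: single well per compound; Also added: Melanotan II; Dosing: one concentration, 6.5 µM nominal; Schedule: 30-min compound, 1-h challenge, 1-h detection, room temperature.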
Starred values were filed as active, the others as inactive; / = no result given. An excerpt; the hit share may differ from the screen's.

SMILES	ABHD5-PLIN5 inh	Granule exo inh	N-glyco inh	Vif imaging	ABCB6 inh MLPCN	NOD2-RIPK2 inh	aDG glyco up	MC4R ag barr	TLR9-MyD88 inh	MC4R antag cAMP
CCN1CCN(C(=O)CCc2nnc(CCc3ccccc3OC)o2)[C@@H](C)C1=O	4	1	2	3	105	-6	0.0	-2.3	-2	5
O=C(Nc1ccc2c(c1)OCCO2)C(CCc1ccccc1)N(Cc1ccccc1)Cc1ccccc1 (stereo unspecified)	-8	19	0	1	100	-13	-0.2	/	/	/
CC1=C(C(=O)N(C(C)C)C(C)C)CC(CC(=O)NC2CC2)C(=O)N1CCCN1CCCC1=O (stereo unspecified)	-6	-6	1	/	103	-7	-0.3	/	/	/
CN(CC1CCCN(CCc2ccc(Cl)cc2)C1)C(=O)c1ccco1 (stereo unspecified)	0	-5	4	6	95	2	-0.3	1.2	-3	3
O=C(OCC(=O)N1CCOCC1)c1ccccc1OCc1ccccc1	-7	-6	1	41	94	-10	0.5	-0.4	-11	0
O=C1c2ccccc2C(=O)C12OC(c1ccccc1)C1(C(=O)c3ccccc3C1=O)C2c1ccc([N+](=O)[O-])cc1 (stereo unspecified)	0	1	2	1	99	-11	0.1	-2.0	5	13
CS(=O)(=O)N(CC(=O)N1CCc2ccccc2C1)c1ccccc1Br	0	0	1	-2	97	5	-0.1	-1.7	3	13
COc1ccc(C(=O)NC[C@H]2O[C@@H](n3cnc4c(N)ncnc43)[C@H](O)[C@@H]2O)cc1OC	0	-2	1	/	89	-2	-0.1	/	/	/
O=C(/C=C/c1ccc(Cl)cc1)N1CCN(Cc2ccccc2)CC1	6	-12	-2	-2	97	-7	0.0	-0.1	-5	1
Cc1ccc(-c2[nH]nc(N)c2N=Nc2cccc(Cl)c2C)cc1	-17	11	10	7	100	20	-0.3	-3.1	13	-13
CCN1CCN(C(=O)c2ccccc2N(Cc2ccccc2)S(=O)(=O)c2ccc(C)cc2)CC1	7	5	-2	-5	91	3	-0.1	0.7	-6	6
COc1ccc(CCNC(=O)CN(c2ccccc2OC)S(=O)(=O)c2ccc(C)cc2)cc1	4	10	-6	-3	95	-14	-0.1	2.0	8	4
CSc1cccc(NS(=O)(=O)c2cc(Br)cnc2N)c1	-2	-2	1	-4	104	-7	0.0	0.6	-4	-2
COc1cc(OC)cc(C(=O)N[C@H](C(=O)OCC(=O)Nc2cccc(F)c2)C(C)C)c1	-1	-2	0	-5	97	7	0.1	0.3	-1	8
CC(C)(C)N1CC(OC(N)=O)C1	0	14	1	-1	112	-1	0.0	0.2	-10	9

One compound at a time, as listed above. Screens in order: ABHD5-PLIN5 inh	Granule exo inh	N-glyco inh	Vif imaging	ABCB6 inh MLPCN	NOD2-RIPK2 inh	aDG glyco up	MC4R ag barr	TLR9-MyD88 inh	MC4R antag cAMP
Record of `Cc1ccc(-c2[nH]nc(N)c2N=Nc2cccc(Cl)c2C)cc1` : -17	11	10	7	100	20	-0.3	-3.1	13	-13
Record of `COc1cc(OC)cc(C(=O)N[C@H](C(=O)OCC(=O)Nc2cccc(F)c2)C(C)C)c1` : -1	-2	0	-5	97	7	0.1	0.3	-1	8

Going on with the list.
SMILES	ABHD5-PLIN5 inh	Granule exo inh	N-glyco inh	Vif imaging	ABCB6 inh MLPCN	NOD2-RIPK2 inh	aDG glyco up	MC4R ag barr	TLR9-MyD88 inh	MC4R antag cAMP
COc1cc(NC(=O)CN(C)S(=O)(=O)c2ccc(-c3ccc(=O)[nH]n3)s2)cc(OC)c1	-1	-9	-2	-5	96	0	-0.1	-1.2	0	0
CCC(C)OC(=O)C1=C(C)O[C@]23OC(N)=C(C#N)[C@]12C(=O)c1ccccc13 (stereo partly specified)	5	0	0	-5	94	-1	-0.1	-1.5	2	5
COc1cc(/C=N/Nc2nc(=O)[nH]nc2C)cc(OC)c1O	-2	-2	1	2	101	-8	-0.1	-3.0	9	-17
Cc1noc2ncc(C(=O)c3cc(F)ccc3O)cc12	-1	-3	0	-1	100	-7	0.0	0.9	6	-6
COc1ccc(OC)c(-n2c(SCC(=O)N3CCc4ccccc43)nc3c(c2=O)SCC3)c1	-1	-2	-1	-4	99	-1	-0.4	0.7	10	-28
CN1C(=O)CC(c2cn(Cc3ccccc3)c3ccccc23)C1=O (stereo unspecified)	-4	-2	-3	12	107	0	0.1	-1.4	10	8
O=C1NC(c2ccc(O)cc2)Nc2ccccc21 (stereo unspecified)	1	-20	5	-4	93	12	-0.1	-1.8	-13	-2
O=C(NC1CC1)C1=C[C@@H](c2csc3ccccc23)C[C@@H](OCCCCO)O1	-1	0	0	-3	99	-5	0.5	0.4	-8	2
CN(C)C(=O)CCc1ccc2c3c([nH]c2c1)[C@]1(CCc2ccccc2)[C@@H](C(=O)N2CCCCC2)C[C@H](CC(=O)NCc2ccco2)C(=O)N1CC3	0	-1	3	1	100	5	0.0	-3.1	-3	8
C/C(=N\NC(=O)c1nnn(-c2nonc2N)c1C(C)C)c1ccncc1	-5	-3	1	10	97	1	0.1	-1.1	6	1
COC(=O)N1CCCC(c2cc(C(=O)Nc3ccccc3Cl)no2)C1 (stereo unspecified)	1	7	0	1	100	-11	-0.1	-0.2	/	4
Cc1ccc(N2CC(C(=O)Nc3nnc(SCC(N)=O)s3)CC2=O)cc1 (stereo unspecified)	-1	8	1	-5	92	-1	-0.2	-3.2	9	-1
Cc1ccc(/C=N/NC(=O)c2ccc(C(=O)N/N=C/c3ccc(C)s3)o2)s1	-4	0	-2	-5	99	-10	0.1	-1.2	-2	-6
N=c1sccn1CC(=O)Nc1ccc([N+](=O)[O-])cc1Cl	1	1	0	-7	96	-1	0.2	-0.4	2	-2
CN(C(=O)CSc1nncc2ccccc12)C1CCCCC1	4	-2	-1	4	92	-3	0.1	-4.1	6	-4
Cc1ccc(CNC(=O)Nc2nnc([C@H]3C[C@H](O)[C@@H](CO)O3)s2)cc1	-1	0	2	-4	91	2	-0.1	-0.8	/	5
CCN(CC)S(=O)(=O)c1cc(NC(=O)c2ccc(Br)s2)ccc1C	-1	1	-8	-27	93	-2	3.3	2.6	0	8
CC(=O)OC(C(=O)NC1CCCCC1)c1ccc(Cl)c(Cl)c1 (stereo unspecified)	0	1	2	-1	98	-8	-0.1	-1.6	1	-7
CCCNC(=O)c1cc(C2CCCN(S(=O)(=O)c3cccc4cccnc34)C2)on1 (stereo unspecified)	8	0	0	73*	102	-13	0.2	-0.1	/	-6
CC1CCC(C(=O)NC(C(=O)NCc2ccccn2)C(C)C)CC1 (stereo unspecified)	0	0	1	-1	102	3	0.3	2.0	-1	1
CC1CCc2cc(F)ccc2N1C(=O)CCl (stereo unspecified)	4	0	2	1	95	-12	0.4	-0.3	-6	-11
Cc1n[nH]c(C)c1CCC(=O)N/N=C/c1cccc([N+](=O)[O-])c1	2	1	0	-1	99	-20	0.5	-2.4	/	-8
Cc1cnc(C(=O)OCC(=O)Nc2ccc(Cl)cc2Cl)cn1	-1	0	-1	4	105	0	0.1	0.9	-10	9
C[C@@H]1CN([C@@H](C)CO)C(=O)CCCn2cc(nn2)CO[C@H]1CN(C)S(=O)(=O)c1ccccc1C#N	2	1	1	/	103	3	-0.1	1.4	8	24
Cc1ccc(S(=O)(=O)N2CCC(C(=O)NCC3CCCCC3)CC2)cc1	-9	13	-2	8	90	6	0.4	-1.1	0	-2
CCC(C)Sc1nc(O)c(Cc2ccccc2)c(=O)[nH]1 (stereo unspecified)	2	-3	0	1	100	-1	-0.4	-0.8	1	9
CC(=O)c1cccc(NC(=O)NC2CCCCC2)c1	2	-2	4	-1	102	-14	-0.1	-1.6	-3	-2
CCOc1cccc(C(=O)Nc2cc(-c3nn4c(C)nnc4s3)ccc2C)c1	7	2	1	1	101	-6	0.1	-1.6	-6	5
Cc1onc(-c2ccccc2)c1C(=O)Oc1ccccc1	-1	-1	-2	-5	100	0	0.0	3.9	/	14
S=C(NCC1CCCO1)N1CCN(c2nc(-c3ccccc3)cs2)CC1 (stereo unspecified)	-6	4	-2	-5	89	7	0.4	-0.3	-9	-3
Cc1cc(-n2c(C)cc(C(=O)COC(=O)CN=C3NS(=O)(=O)c4ccccc43)c2C)no1	-4	2	2	16	92	-11	-0.2	-1.1	0	-1
CCOC(=O)c1cc(C(=O)Nc2ccccc2F)nn1C	-5	2	-7	-13	100	-7	0.1	-0.4	-1	7
CC1(C)Cc2cccc(OCC(=O)OCC(=O)Nc3ccc(C(N)=O)cc3)c2O1	4	-5	1	-3	102	-2	-0.1	1.4	8	5
Cc1ccc([C@@H]2[C@@H]3C(=O)N(C)C(=O)[C@@H]3[C@]3(Cc4ccccc4)C(=O)N(Cc4ccccn4)CC(=O)N23)o1	4	7	4	2	101	10	-0.2	-1.4	5	9
CNc1nc(-c2ccccc2)cc(C)c1S(C)(=O)=O	1	-11	1	-4	95	6	0.3	-1.2	0	-3
Cc1ccc(S(=O)(=O)N2CC3CCCN3c3ccc(C(F)(F)F)cc32)cc1 (stereo unspecified)	-2	5	-12	1	97	-4	-0.3	-0.2	-1	4
Cc1ncc(CN2CCN(Cc3ccc(F)cc3)C(CCO)C2)s1 (stereo unspecified)	-1	-1	0	0	89	-3	-0.4	-0.7	13	3
COc1ccc(NC(=O)CCNS(=O)(=O)c2cccc3nsnc23)cc1	-5	0	2	-1	99	-2	-0.3	-2.6	-1	15
CC(=O)Nc1cccc(NC(=O)CSc2nn3c(=O)c(C)nnc3s2)c1	-1	-6	1	-9	99	-3	0.0	-1.8	2	-2
COc1ccc(CC(N)c2csc(NC(=O)NCCc3ccccc3)n2)cc1 (stereo unspecified)	7	13	-2	0	99	-17	2.1	1.4	/	-1
CCCCn1c(=O)c(C(C)=O)c(O)c2ccccc21	2	-1	2	-1	98	-2	-0.4	-2.7	-2	8
CC1(C)OC2OC(COC(=O)c3ccc([N+](=O)[O-])cc3)C3OC(C)(C)OC3C2O1 (stereo unspecified)	1	-10	0	10	106	8	0.2	4.5	-8	15
Cc1ccc2c(c1)N(CCCC(=O)NCc1ccc3c(c1)OCO3)C(=O)CO2	-2	-1	0	1	94	-1	0.1	-2.5	6	4
Cc1cccc(N2CCN(C(=O)c3cc(C)oc3C)CC2C)c1 (stereo unspecified)	-1	12	1	-2	101	2	0.4	1.2	-11	12
O=C1N=C(N2CCN(c3ccccc3)CC2)S/C1=C/c1cccs1	4	-3	6	-1	102	1	0.0	-0.1	-20	6
CCOC(=O)c1sc2ncn(/N=C/c3ccc(O)cc3)c(=O)c2c1C	-2	-2	-2	-2	90	4	-0.5	-1.2	3	-1
Cc1nnc(SCC(=O)N(C)C2CCCCC2)s1	3	-6	0	5	100	0	-0.2	-0.7	-2	4
O=S(=O)(c1cccs1)N1CN(Cc2ccccc2)c2nc3ccccc3nc21	2	-1	1	0	97	4	1.1	1.4	2	2
CCOc1ccccc1NC(=O)c1cccnc1	2	0	2	-7	100	8	-0.2	-1.8	1	8

Screens deposited in PubChem by several laboratories.
